Compound activity as filed in PubChem.
HIV fusion peptide: cell-free HIV fusion peptide-binding blockers – biochemical, uHTS, fluorescence dequenching, primary screen (AID 1986) | 0.3% of 290,000 active | inhibition, % at 20 µM; hits with a dose series show IC50 in µM | cell-free peptide binding, fluorescence dequenching, 30 min; higher % means a stronger effect; in the data active = inhibition mostly above about 52%, no sharp cut-off; inactive = mostly below about 76%; note: some results filed as inactive read as strong as hits
AID2073: inhibitors of Mint1-CaV2.2 protein interaction, biochemical, HTRF (AID 2073); HTRF protein-protein interaction, Mint1-CaV2.2; higher % means a stronger effect; inhibition, % at 20 µM; hits with a dose series show IC50 in µM; 0.19% of 290,000 active; in the data active = inhibition mostly above about 51%, no sharp cut-off; inconclusive = no clear call, values can overlap the other calls; inactive = mostly below about 53%; note: some results filed as inactive read as strong as hits
The depositor's hits bear a star; ? = inconclusive. An excerpt; rates above refer to the full screens.

HIV fusion peptide | AID2073 | structure
0.9% | -8% | Cc1ccc(C)c(N2CCN(S(=O)(=O)c3c(C)noc3C)CC2)c1
0.9% | 45% | COc1cc(/C=N/NC(=O)c2c(C)nc3ccc(Cl)cn23)cc(OC)c1OC
0.3% | 6% | O=C(NCCN1CCCCC1)c1cc(COc2c(F)cccc2F)on1
18% | 42% | Cc1c(CCC(=O)N2CCC[C@H]2C(=O)O)c(=O)oc2c(C)c3oc4c(c3cc12)CCCC4
12% | 53% | COc1ccc(/C=C/C(=O)c2ccc(C(=O)/C=C/c3ccc(OC)c(OC)c3)cc2)cc1OC
-1.7% | 51% | CCc1ccc2[nH]c3nc(N/N=C/c4ccc(O)cc4O)nnc3c2c1
-0.7% | 3% | COc1ccc(NC(=O)CCNS(=O)(=O)c2ccc(C)c(C)c2)cc1OC
-0.2% | 26% | CC1CCN(c2ccc3nnc(CCC(=O)Nc4ccc(F)c(F)c4)n3n2)CC1
-0.9% | 11% | C/C(=N\NC(=O)C1CCCC1)c1ccc(Cl)cc1
1.7% | -4% | Cc1cc(C)c(S(N)(=O)=O)c(C)c1N(C)S(=O)(=O)c1ccc(Cl)cc1
2.6% | 3% | CCOC(=O)c1c(S(=O)(=O)N(C)C2CCCCC2)c(C)n(C)c1C
-1.8% | 10% | COc1ccc(/C(C)=N/Nc2nc(C)c(C(C)=O)s2)cc1
-1.6% | -20% | CCCc1nnc(SCC(=O)Nc2cc(C)on2)n1CCOC
-0.5% | 10% | O=S(=O)(Nc1cccc(-n2cnnn2)c1)c1ccc(Cl)nc1
0.5% | 11% | COc1ccccc1CN1CCCC(CN(CCN(C)C)C(=O)C2CCCC2)C1 (centres undefined)
0.1% | -40% | CCCCNC(=S)N(CCN(CC)CC)Cc1cc2cc3c(cc2[nH]c1=O)OCO3
-1.8% | 14% | COc1ccc(NC(=O)CN2CCN(CC(=O)Nc3ccc(OC)cc3)CC2)cc1
2.9% | 2% | CCN(Cc1ccccc1)C(=O)CN1C(=O)COc2ccc(S(=O)(=O)NC3CCCC3)cc21
0.6% | 41% | Cc1nn(S(=O)(=O)c2ccccc2)c(C)c1S(=O)(=O)N1CCC(C)CC1
1.5% | 13% | CC1CCCCN1CCCNC(=O)c1ccc(NC(=O)C2=CSCCO2)cc1 (centres undefined)
0.1% | 5% | COc1ccc(C)cc1NC(=O)C/C(C)=N/NC(=O)Cc1cccc2ccccc12
-0.8% | -1% | c1ccc(OCCCn2ccnc2)cc1
5.2% | 4% | Cc1ccc(C(=O)O)cc1NS(=O)(=O)c1ccc2ccccc2c1
0.2% | -5% | COC(=O)COc1c(/C=C\c2nc(O)c([N+](=O)[O-])c(=O)[nH]2)cccc1OC
0.2% | 4% | Cc1cccc(N2CCN(C(=O)CCC(=O)N3CCOc4ccc(Cl)cc43)CC2C)c1 (centres undefined)
0.3% | 0% | O=C(CCN1CCOCC1)Nc1ccc(F)cc1
-0.1% | -15% | Cc1ccc(NC(=O)CN(C)CC(=O)Nc2sc3c(c2C(N)=O)CCC3)cc1
12% | 6% | CN1CC(=O)Nc2ccccc2C1=O
0.0% | 1% | CC(C)n1cc(NC(=O)COc2ccccc2Cl)cn1
0.9% | 22% | Cc1cccn2c(=O)c3cc(C(=O)N4CCCCC4)sc3nc12
-0.3% | 0% | O=C(NC1CCCC1)C(c1ccncc1)N(C(=O)Cc1cccs1)c1ccc(F)cc1 (centres undefined)
2.5% | 4% | O=C(CCc1ccccc1)NC(=S)Nc1cccc(C(=O)O)c1
-1.2% | 2% | NS(=O)(=O)c1ccc(NS(=O)(=O)c2ccc3c(c2)OCCO3)cc1
-0.9% | 10% | COc1cccc(Nc2nc(C)nc3c2oc2ccccc23)c1
0.3% | 8% | CC(C)c1ccc(NS(=O)(=O)c2ccc3c(c2)NC(=O)CO3)cc1
-0.5% | -8% | COc1ccc(OC)c(N(CC(=O)NC2CCCCCC2)S(=O)(=O)c2ccc(C)cc2)c1
-0.1% | 5% | Cc1c(Cl)cccc1NC(=O)Nc1cnccn1
-1.0% | 0% | Cc1ccc(-n2c3c(cc(C(=O)NCC(=O)c4ccccc4)c2=O)C(=O)CCC3)cc1
0.6% | 22% | CCN1CCN(C(=O)Cn2nc(C)n3c(cc4c(OC)cccc43)c2=O)CC1
-1.5% | 14% | CCN1CCN(S(=O)(=O)c2ccc(S(=O)(=O)NC3CC3)cc2)CC1
0.6% | -1% | Cc1ccc(NC(=O)Nc2ccon2)cc1Cl
-0.4% | 2% | CCOc1ccc(C(C)NC(=O)c2ccccc2OCc2c(C)noc2C)cc1OCC (centres undefined)
-0.5% | -3% | O=C(COc1ccccc1Br)Nc1ccc2c(c1)OCCCO2
0.7% | 30% | CCOC(=O)N1CCC(NC(=O)CCc2ccccc2)CC1
1.6% | -3% | COc1ccc(S(=O)(=O)N2CCN(C(=O)C3CCCCC3)CC2)cc1
0.2% | 6% | O=C(NCc1ccccc1F)C1CCCN(S(=O)(=O)c2ccc(-n3cnnn3)cc2)C1 (centres undefined)
4.8% | 0% | O=C(N/N=C/c1cccnc1)c1ccc2ccccc2c1O
23% | ? | CCOc1ccc(-c2cc(C(=O)NCCCn3ccnc3)c3cc(Br)ccc3n2)cc1
49% | 14% | Nc1cc(N2CCCCCC2)c2nonc2c1[N+](=O)[O-]
1.8% | 2% | COc1ccc(CC(=O)N2CCN(c3cccc(Cl)c3)CC2)cc1OC
-1.2% | 15% | CSCC[C@H](NC(=O)[C@H]1CC[C@H](CNC(=O)[C@@H](N)Cc2ccccc2)CC1)C(=O)O
-0.5% | 6% | COCCCn1c(=O)c2sccc2n2c(CCCC(=O)N(C)Cc3ccco3)nnc12
-2.7% | 13% | COc1ccc(Cc2nnc(NN)[nH]c2=O)cc1OC
0.1% | 9% | O=C(N/N=C/c1ccc2c(c1)OCO2)c1ccc2c(c1)OCO2
0.6% | 20% | COc1ccccc1N1CCN(c2ncnc3sc(C)c(-c4ccccc4)c23)CC1
-0.5% | 4% | Cc1ccc(SCC(=O)NNC(=O)c2ccccc2)c(C)c1

Additional compounds.
HIV fusion peptide | AID2073 | structure
1.6% | 8% | COC(=O)c1c(C(=O)OC)c(-c2ccc(F)cc2)n2c1CS(=O)(=O)C2
159% | 20% | O=C1/C(=C\c2cc(Cl)c(O)c(Cl)c2)SC(=S)N1Cc1ccccc1
5.3% | -3% | O=C1CSC(=S)N1/N=C/c1ccc(C(F)(F)F)cc1
-2.5% | 15% | CC(=O)c1cccc(NC(=O)CNC(=O)Cc2ccccc2)c1
1.4% | 8% | CCOc1ccc(S(=O)(=O)NCC2CCCO2)c2ccccc12 (centres undefined)
1.7% | 4% | CC(C)C(OC(=O)c1nsc(Cl)c1Cl)C(=O)NC1CCCCC1 (centres undefined)
-0.5% | -12% | CC1c2cc3c(cc2CCN1C(=O)c1ccc(Cl)cc1)OCCCO3 (centres undefined)
9.1% | 48% | CCOC(=O)c1ccc(-c2ccc3[nH]c4ccccc4c(=O)c3c2)cc1F
-1.1% | 15% | CCCCN(C)CCCNC(=O)CN1N=C(c2ccc(Cl)cc2)CCC1=O
7.6% | -4% | CC1Nc2ccc(C(=O)NC3CCCCC3)cc2NC1=O (centres undefined)
-0.4% | 12% | COc1ccc(Cl)cc1S(=O)(=O)NCc1nc2nc(C)cc(C)n2n1
1.6% | 2% | O=C1CCC([N+](=O)[O-])C(c2ccccc2F)N1 (centres undefined)
-0.3% | 20% | COc1ccc(/C=C(/NC(=O)c2ccccc2)C(=O)NCC2CCCO2)cc1 (centres undefined)
0.7% | 13% | CCc1ccc(NC(=O)C2CCN(S(=O)(=O)c3cnc[nH]3)CC2)cc1
-1.3% | 6% | O=C(O)C1CCC(N2C(=O)c3cccc([N+](=O)[O-])c3C2=O)CC1 (centres undefined)
0.0% | 9% | O=C(CN1C(=O)c2ccccc2C1=O)NCc1ccc(C(=O)O)cc1
1.3% | -5% | COc1ccc(CCN(C)C/C=C/c2ccccc2)cc1OC
-2.0% | 12% | Cc1cc2c(cc1S(=O)(=O)N(C)Cc1ccccc1)OCC(=O)N2
1.8% | 4% | COc1cccc(-c2nc(CS(=O)(=O)CC(=O)NCCc3ccc(C)cc3)c(C)o2)c1
2.0% | -6% | Cc1cc(Cl)cc(C)c1OCCNCc1ccccc1
0.1% | -3% | NC(=O)c1c(NC(=O)C(=O)NCCCN2CCOCC2)sc2c1CCCC2
-2.0% | 7% | Cc1cccc(-n2ncc3c(NNC(=O)c4ccco4)ncnc32)c1
0.8% | -17% | COc1cccc(C(=O)N2CCC(C(=O)NCc3ccco3)CC2)c1
48% | 28% | Cc1cc(N2C(=O)C(O)=C(C(=O)c3ccc(C)o3)C2c2ccc(OCc3ccccc3)cc2)no1 (centres undefined)

Reformatted with values under each structure: part of the list above.
Order of values – HIV fusion peptide, AID2073
COc1cccc(-c2nc(CS(=O)(=O)CC(=O)NCCc3ccc(C)cc3)c(C)o2)c1
→ 1.8%, 4%
Cc1cc(Cl)cc(C)c1OCCNCc1ccccc1
→ 2.0%, -6%
NC(=O)c1c(NC(=O)C(=O)NCCCN2CCOCC2)sc2c1CCCC2
→ 0.1%, -3%
Cc1cccc(-n2ncc3c(NNC(=O)c4ccco4)ncnc32)c1
→ -2.0%, 7%
COc1cccc(C(=O)N2CCC(C(=O)NCc3ccco3)CC2)c1
→ 0.8%, -17%

Further results follow.
HIV fusion peptide | AID2073 | structure
1.9% | 7% | O=C(CSc1ccc(-c2ccccn2)nn1)Nc1ccc(F)c(F)c1
0.8% | 17% | CN1CCN(C(=O)Cn2ncc3c([nH]c4ccccc43)c2=O)CC1
-2.7% | -17% | COc1ccc(NS(=O)(=O)c2cc(N)ccc2N2CCOCC2)cc1
-0.3% | 8% | Cc1ccc(S(=O)(=O)N2CCCC2C(=O)NCc2ccccc2F)cc1 (centres undefined)
-1.0% | 14% | COc1cccc(CNC(=O)CCC(=O)n2ncc3cc(C)ccc32)c1OC
0.3% | 11% | CCOc1ccc(C(=O)Nc2ccc(C(=O)N3CCOCC3)cc2)c(OCC)c1
-0.4% | 11% | O=[N+]([O-])c1cc([N+](=O)[O-])c(Oc2ccc(F)cc2)cc1NN1CCCCC1
2.7% | -6% | COc1ccc(Oc2c(C(F)(F)F)oc3cc(OCC(=O)O)ccc3c2=O)cc1

A stretch from further up, as a working copy:
HIV fusion peptide | AID2073 | structure
0.9% | -8% | Cc1ccc(C)c(N2CCN(S(=O)(=O)c3c(C)noc3C)CC2)c1
0.9% | 45% | COc1cc(/C=N/NC(=O)c2c(C)nc3ccc(Cl)cn23)cc(OC)c1OC
0.3% | 6% | O=C(NCCN1CCCCC1)c1cc(COc2c(F)cccc2F)on1
18% | 42% | Cc1c(CCC(=O)N2CCC[C@H]2C(=O)O)c(=O)oc2c(C)c3oc4c(c3cc12)CCCC4
12% | 53% | COc1ccc(/C=C/C(=O)c2ccc(C(=O)/C=C/c3ccc(OC)c(OC)c3)cc2)cc1OC

(list continues)
HIV fusion peptide | AID2073 | structure
0.3% | 6% | COC1CCN(C(=O)c2ccc3oc(Cc4ccc(Cl)cc4)nc3c2)CC1
1.0% | 6% | CN(C)S(=O)(=O)c1cccc(NC(=O)Cc2ccc(-c3ccccc3)cc2)c1
-0.1% | 4% | CCn1cc(C(=O)N[C@H](C(=O)NCCCN2CCOCC2)C(C)C)c(=O)c2cc3c(cc21)OCO3
1.3% | 7% | COC(=O)CN1C(=O)COc2ccc(S(=O)(=O)NCc3ccc(F)cc3)cc21
0.0% | 6% | COc1cccc(OC)c1OCCCCCCN1CCN(C)CC1
0.0% | 2% | CCc1ccc(/C=C2/Sc3ccccc3N(CC(=O)NCC3CCCO3)C2=O)cc1 (centres undefined)
-1.5% | 10% | CC1Oc2ccccc2OC1C(=O)Nc1nccs1 (centres undefined)
-1.3% | 20% | N#C/C(=C(/O)c1ccc(Br)s1)c1nc2ccccc2[nH]1

Among those listed so far, these have a nitro group on carbon:
HIV fusion peptide | AID2073 | structure
0.2% | -5% | COC(=O)COc1c(/C=C\c2nc(O)c([N+](=O)[O-])c(=O)[nH]2)cccc1OC
49% | 14% | Nc1cc(N2CCCCCC2)c2nonc2c1[N+](=O)[O-]
1.6% | 2% | O=C1CCC([N+](=O)[O-])C(c2ccccc2F)N1 (centres undefined)
-1.3% | 6% | O=C(O)C1CCC(N2C(=O)c3cccc([N+](=O)[O-])c3C2=O)CC1 (centres undefined)
-0.4% | 11% | O=[N+]([O-])c1cc([N+](=O)[O-])c(Oc2ccc(F)cc2)cc1NN1CCCCC1

Next compounds follow:
HIV fusion peptide | AID2073 | structure
-1.9% | 18% | N#Cc1cc(Nc2c(N)nc[nH]c2=O)c([N+](=O)[O-])cc1C#N
1.7% | 1% | CCN1C(=NCCc2ccccn2)N[C@@H](c2cccc(F)c2)C(C(=O)OC)=C1C
3.6% | 31% | Cc1ccc(C)c(-n2c(SCC(=O)O)nc3sc4c(c3c2=O)CCCC4)c1
-2.2% | 3% | CCCCC(=O)Nc1cccc(-c2ccc3nncn3n2)c1
3.4% | -6% | CCOC(=O)N1CCN(S(=O)(=O)c2ccc(C(=O)N(CCN(C)C)c3nc4c(C)cccc4s3)cc2)CC1
0.5% | 6% | CCC(=O)c1ccc(OCC(O)Cn2nc(C)cc2C)cc1 (centres undefined)
-0.7% | 8% | Cc1cc(Br)ccc1NC(=O)CN1CCN(c2ccccn2)CC1
1.3% | 24% | COc1ccc2c(ccc[n+]2CC(=O)c2ccccc2)c1
-1.2% | 7% | O=[N+]([O-])c1cccc2ccc(N3CCOCC3)nc12
0.5% | 4% | COc1cccc(-c2nc(CS(=O)(=O)CC(=O)Nc3ccc(F)cc3F)c(C)o2)c1
-0.8% | 3% | COc1ccc(-c2cc(C)no2)cc1S(=O)(=O)N1CC(=O)Nc2ccccc21
